D3 antag: antagonists of human D3 dopamine receptor. P35462. max response, negative = inhibition, %. 360,000 compounds, 2.5% hits. D3R cells, DiscoveRx beta-arrestin luminescence, antagonist mode; active compounds read low; in the data active = max response below about -50%; inconclusive = no clear call, values can overlap the other calls; also: % is scaled to controls: 0 for no effect and ±100 for the full control effect; mostly tested at two doses, the higher about 12 µM
Target sequence (P35462 whole entry, looked up): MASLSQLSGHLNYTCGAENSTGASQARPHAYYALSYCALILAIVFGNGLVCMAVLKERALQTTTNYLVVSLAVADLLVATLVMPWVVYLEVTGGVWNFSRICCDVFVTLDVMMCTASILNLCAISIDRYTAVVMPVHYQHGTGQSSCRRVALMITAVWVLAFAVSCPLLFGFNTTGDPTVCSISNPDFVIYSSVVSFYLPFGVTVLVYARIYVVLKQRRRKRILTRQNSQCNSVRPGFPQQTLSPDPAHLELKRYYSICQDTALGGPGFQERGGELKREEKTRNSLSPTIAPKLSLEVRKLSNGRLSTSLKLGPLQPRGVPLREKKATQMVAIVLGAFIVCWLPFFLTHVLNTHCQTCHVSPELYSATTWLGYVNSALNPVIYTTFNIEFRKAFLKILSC
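Cells expressing the human receptor were seeded at 1500 cells/well, incubated overnight at 37 degrees C in 5% CO2, then exposed to library compounds with dopamine controls for 90 minutes at 37 degrees C before luminescent detection.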
IL-2 act: activators of IL-2 | IL-2 activation reporter assay, cell-based qHTS; stimulated with anti-CD3/CD4/CD28 beads; in transgenic mouse T cells | activation, % (series mostly up to about 46 µM) | 360,000 compounds, 0.065% hits; in the data active = activation above about 50%; inconclusive = mostly about 30% to 49%; also: 0% is about no effect
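Readout is EGFP and DsRed signal by fluorescent plate cytometry after 18 h at 37 degrees C. Transgenic mouse T cells (750/well) received compound for 60 min before bead stimulation (anti-CD3, anti-CD4, anti-CD28); memory T cells served as non-tolerant control.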
WRN helicase inh: blocks human WRN helicase | AID 651768 | 360,000 compounds, 0.46% hits | WRN helicase unwinding, fluorescent forked duplex, kinetic | Potency, µM (top dose mostly 114 µM), without a hit: at the top dose activity change, negative = inhibition, usual class: inhibitors; also: potency is read from the fitted curve at half-maximal effect; % is scaled to controls: 0 for no effect and ±100 for the full control effect; nearly all actives have a fitted effect of over 55% in size
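WRN at 20 nM final preincubated with compound 15 min at room temperature; reaction started with 100 nM fluorophore/quencher forked duplex oligonucleotide and 2 mM ATP final. Unwinding followed kinetically by red fluorescence (ex 525, em 598 nm).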
PI5P4K alpha inh: inhibitors of human PI5P4K alpha | P48426 | PI5P4Kalpha enzyme, ADP-Glo luminescence, 60 min; active compounds read low | max response, % | 330,000 compounds, 1.2% hits | AID 652105; active = max response of -50% or lower; inconclusive = between -30% and -50%; inactive = -30% or higher; also: value at the top dose of about 77 µM; % is scaled to controls: 0 for no effect and ±100 for the full control effect
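Compounds were pin-transferred onto PI5P4Kalpha and substrate in HEPES pH 7.4 buffer with EGTA, CHAPS and 5% DMSO. ATP (5 microM final) started the reaction, which ran 60 minutes at room temperature before ADP-Glo detection.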
GLP-1R agonist: activates the human GLP-1 receptor | P43220 | HEK293 GLP-1R CRE-luciferase, luminescence, 4-6 h; cells express a hypersensitive GLP-1R form | Potency, µM (titrated, usually from 45.6 µM), inactives show at the top dose activation, hits mostly activators | 380,000 compounds, 0.007% hits | AID 624172; also: potency is read from the fitted curve at half-maximal effect; % of control where 0% means no effect
Target sequence (P43220 whole entry, looked up): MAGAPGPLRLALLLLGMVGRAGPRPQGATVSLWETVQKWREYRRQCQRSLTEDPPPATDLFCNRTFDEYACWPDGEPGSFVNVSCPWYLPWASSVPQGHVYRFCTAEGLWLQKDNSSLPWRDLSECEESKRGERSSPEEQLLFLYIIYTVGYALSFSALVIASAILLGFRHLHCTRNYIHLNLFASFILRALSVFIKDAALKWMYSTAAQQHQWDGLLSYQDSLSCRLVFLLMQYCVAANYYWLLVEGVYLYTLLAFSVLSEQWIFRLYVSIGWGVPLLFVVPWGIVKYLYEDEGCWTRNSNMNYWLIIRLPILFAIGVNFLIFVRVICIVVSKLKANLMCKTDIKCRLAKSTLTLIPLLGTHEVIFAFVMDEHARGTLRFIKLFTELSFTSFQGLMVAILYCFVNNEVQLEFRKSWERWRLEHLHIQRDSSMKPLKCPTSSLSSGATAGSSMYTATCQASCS
PLK1 PBD inh: PLK1 (human) polo-box domain binding inhibition. P53350. Potency, µM, for inactives: max response, negative = inhibition, most hits filed as inhibitors. Plk1 PBD binding of FITC phosphopeptide, fluorescence polarization. 360,000 compounds, 2.8% hits; also: potency is read from the fitted curve at half-maximal effect; series mostly up to about 57 µM; % is scaled to controls: 0 for no effect and ±100 for the full control effect; nearly all actives have a fitted effect of over 65% in size
GLP-1R inv ag: GLP-1 receptor (human) inverse agonism | P43220 | HEK293 GLP-1R CRE-luciferase, luminescence, 24 h; GLP-1R form is constitutively active | Potency, µM (series often up to 38.3 µM), without a hit: at the top dose activity change, negative = inhibition, usual class: inhibitors | 410,000 compounds, 1.6% hits | AID 624417; also: potency is read from the fitted curve at half-maximal effect; % is scaled to controls: 0 for no effect and ±100 for the full control effect; nearly all actives have a fitted effect of over 55% in size
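HEK293 cells stably co-expressing constitutively active GLP-1R and a cAMP-responsive luciferase reporter were seeded in DMEM with 10% Nu serum, given compounds after 12 h, and incubated 24 h at 37 deg C. Luminescence was then read.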
DRD3 agonist: activates the human D3 dopamine receptor. D3R DiscoveRx beta-arrestin cells, luminescence, 90 min. 410,000 compounds, 0.58% hits. max activation, %; in the data active = max activation above about 30%; also: 0% is about no effect; mostly tested at two doses, the higher about 12 µM
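Agonist-mode cell screen: cells plated at 1500/well and incubated overnight at 37 °C, then exposed to library compounds for 90 min at 37 °C. Detection reagent was added for 30–60 min at room temperature, and luminescence was read.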
GLP1R cytotox: cytotoxicity in counter-screen for GLP-1R inverse agonists | HEK293 cAMP-luciferase reporter cells, luminescence, 24 h | Potency, µM (titrated, usually from 38.3 µM), without a hit: top-dose activity change, negative = inhibition, usual class: inhibitors | 410,000 compounds, 0.13% hits;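 also: loss of luciferase light is scored as toxicity; potency is read from the fitted curve at half-maximal effect; % is scaled to controls: 0 for no effect and ±100 for the full control effect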
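1536-well qHTS counterscreen of the MLSMR; 200 cells/uL, 12 h pre-incubation, 23 nL cpd, 24 h at 37 deg C 5% CO2, luciferase detection reagent, 12 min RT, luminescence. Inhibition = undesired.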
Active calls of the source: *; ? = inconclusive; · = not tested or not shown; & = joins results of further samples; [ ] = remark or other dose. Unless noted, calls follow the shape of the dose curve; as a rule, active = well fitted curve in the direction sought with a large enough effect; inconclusive = small, poorly fitted or top-dose-only effect, or another doubt; inactive = no such curve, though single readings can be large; an effect the other way counts as inactive or inconclusive. Some of the compounds tested. The share of hits here may be higher or lower than overall.

SMILES	D3 antag	IL-2 act	WRN helicase inh	PI5P4K alpha inh	GLP-1R agonist	PLK1 PBD inh	GLP-1R inv ag	DRD3 agonist	GLP1R cytotox
CC1CCCCN1C(=O)c1ccc(N2CC3CC(C2)c2cccc(=O)n2C3)c([N+](=O)[O-])c1 (centres undefined)	?	0.2	16%	-4	25%	-10%	7%	-2	-9%
CSc1ncnc2c1ncn2CC(=O)C1CCC2C3CCC4=CC(=O)CCC4(C)C3CCC12C (centres undefined)	76	-0.6	-8%	5	1%	-2%	?	53*	?
Cc1ccc(-c2ccc(=O)n(CCC(=O)N3CCC4(CC3)OCCO4)n2)cc1	8	-0.8	-7%	-1	-1%	-14%	3%	5	9%
Cc1cc([N+](=O)[O-])c(Cl)cc1NC(=O)C(C)C	3	-0.6	4%	-7	5%	-3%	6%	-2	-8%
Cc1cc(Nc2cccc([N+](=O)[O-])c2)c2ccccc2n1	10	-0.9	-1%	9	12%	-7%	6%	4	?
CC(N)C(=O)c1ccco1 (centres undefined)	-8	2.7	-25%[57.1 µM]	-7	-17%	-2%	9%	7	0%
Nc1c(C(=O)NCc2ccco2)c2nc3ccccc3nc2n1Cc1ccc(F)cc1	-14	-2.6	?	?	-9%	27µM*	44%[activator]	-5	258%[activator]
CCN1/C(=C/C=C/C2=[N+](CC)c3ccccc3C2(C)C)C(C)(C)c2ccccc21	-72*	-5.6	4.7µM*	?	-3%	91%[activator]	?	-5	?
COc1ccccc1/C=C1\C(=O)NC(=S)N(c2ccccc2)C1=O	-2	-1.2	-9%	-55*	-1%	15µM*	15%	0	-2%
O=C(c1cccc(N2CCCC2=O)c1)N1CCC2(CC1)OCCO2	?	3.1	7%	3	-8%	-7%	11%	-6	-13%
Cc1ccc(C2=CCNCC2)cc1	?	-0.9	-4%	-1	-2%	-19%	-21%	-12	-3%
CC12CNCC(C)(CNC1)C2O (centres undefined)	-14	0.5	0%[57.1 µM]	·	-6%	-1%	6%	3	3%
O=C1NC(=O)N(c2ccccc2F)C(=O)/C1=C/c1cn(CC(=O)N2CCOCC2)c2ccccc12	-7	-2.0	-26%	-3	1%	4.7µM*	8%	-8	6%
O=S1(=O)CC2(N3CCOCC3)CCCCCCC21 (centres undefined)	22	-0.3	-7%	·	-5%	0%	8%	1	-13%
CC12CC(=O)C3C(CCC4CC(=O)C=CC43C)C1CCC2=O (centres undefined)	5	0.9	2%	-8	10%	-6%	-24%	-6	7%
COC(=O)C1=C(C)NC(=S)NC1c1ccc(N(CCCl)CCCl)cc1Cl (centres undefined)	7	-0.8	-3%	-12	1%	-1%	-12%	5	?
O=C(CCNC(=O)N1C[C@H]2C[C@@H](C1)c1cccc(=O)n1C2)Nc1ccc(F)cc1	-7	0.0	-1%	5	0%	0%	8%	9	2%
O=C(O)c1ccc([N+](=O)[O-])c([N+](=O)[O-])c1	-25	-0.1	3%	-50*	-2%	-19%	?	-18	2%
O=C(Nc1ccc(Cl)c(C(F)(F)F)c1)[C@@H]1CC=C[C@@H]2CCN(Cc3ccccc3)C(=O)[C@@H]21	-5	-0.4	2%	-2	-1%	4%	?	-32	1%
CN1CC(C(=O)c2ccc(Cl)cc2)C(c2ccc(Cl)cc2Cl)C1 (centres undefined)	-21	-0.6	4%[57.1 µM]	1	9%	5%	8.9µM*	-23	-26%
COc1ccc(-n2c(O)c(C(C)=Nc3ccc4c(c3)CCC4)c(=O)[nH]c2=O)cc1	-5	0.3	6%	3	1%	2%	16%	1	4%
C=CC[C@@H](CC/C=C/C=C/CC/C=C\[C@@H]1CSC([C@@H]2C[C@@H]2C)=N1)OC	0	-1.0	-12%	?	6%	-27%	?	-22	?
COc1ccccc1N1CCN(Cc2ccc(SC)cc2)CC1	-107*	-0.5	1%	-4	-5%	2%	?	-20	-2%
Cc1ccc(N2C(=O)CC(=O)NC2=O)c(C)c1	-5	-0.2	-6%	2	-9%	-9%	-2%	1	8%

A portion of the results above, as a working copy:
SMILES	D3 antag	IL-2 act	WRN helicase inh	PI5P4K alpha inh	GLP-1R agonist	PLK1 PBD inh	GLP-1R inv ag	DRD3 agonist	GLP1R cytotox
O=C(O)c1ccc([N+](=O)[O-])c([N+](=O)[O-])c1	-25	-0.1	3%	-50*	-2%	-19%	?	-18	2%
O=C(Nc1ccc(Cl)c(C(F)(F)F)c1)[C@@H]1CC=C[C@@H]2CCN(Cc3ccccc3)C(=O)[C@@H]21	-5	-0.4	2%	-2	-1%	4%	?	-32	1%
CN1CC(C(=O)c2ccc(Cl)cc2)C(c2ccc(Cl)cc2Cl)C1 (centres undefined)	-21	-0.6	4%[57.1 µM]	1	9%	5%	8.9µM*	-23	-26%

The list continues:
SMILES	D3 antag	IL-2 act	WRN helicase inh	PI5P4K alpha inh	GLP-1R agonist	PLK1 PBD inh	GLP-1R inv ag	DRD3 agonist	GLP1R cytotox
CCOC(=O)C1CCCN(C(=O)c2ccc3oc(Cc4ccccc4)nc3c2)C1 (centres undefined)	-21	0.1	0%	5	-4%	-1%	?	-13	8%
CC1(c2ccccc2)NCCN2C(=O)CSC21 (centres undefined)	-9	0.1	4%	-1	-10%	-1%	8%	-3	-3%
CC(=NCCCO)c1c(O)n(Cc2ccccc2)c(=O)[nH]c1=O	-15	-0.7	-1%	-3	2%	-6%	7%	-8	2%
CCN1CCN(Cc2nc3ccc([N+](=O)[O-])cc3c(=O)n2-c2ccccc2F)CC1	15	-2.9	-1%[57.1 µM]	-7	1%	-7%	0%	0	1%
Cc1nc2cc(C(=O)N3CCC4(CC3)OCCO4)ccc2n1-c1ccc(Br)cc1	-3	0.5	8%	2	3%	0%	1%	-5	-9%
CC1(C)CC(=O)C(C=NCCN2CCN(C(=O)Cc3ccccc3)CC2)=C(O)C1	-7	1.7	-3%	·	-10%	-1%	2%	20	7%
C[C@]12CCC(=O)C=C1CC[C@@H]1C2[C@H](O)C[C@]2(C)C(=O)CCC12 (some centres undefined)	1	-0.1	5%	-7	-4%	-1%	3%	-2	-24%
Cn1cc(C(=O)Cc2ccccc2)c2ccccc21	-3	-0.2	-10%	-13	10%	27µM*	1%	2	0%
Cc1nn(CC(O)CN2c3ccccc3Sc3ccccc32)c(C)c1Br (centres undefined)	-23	-0.5	1%	7	-35%[inhibitor]	3.8µM*	?	-4	?
CCCCC/C(=N/O)c1c(C)[nH]c2ccccc12	-14	-0.6	-8%	18	27%	-10%	?	-2	-9%
NC(C(=O)O)c1cc(=O)[nH]o1 (centres undefined)	8	1.0	-7%	-1	-2%	-2%	15%	5	0%
CCNC(=O)N1Cc2ccccc2-n2nncc2C1	5	-3.2	-1%	5	-1%	-8%	5%	3	0%
COc1ccc2c(c1O)-c1cccc3c1[C@@H](C2)N(C)CC3	-64*	0.7	-7%	0	6%	8%	12%	-65	-8%
CCCCn1c(O)c(/C=N/N2CCOCC2)c(=O)[nH]c1=S	13	-0.7	4%	-1	-7%	4%	13%	-11	2%
CCN1c2nc3ccccn3c(=O)c2CC2(C(=O)N(C)C(=O)N(C)C2=O)C1C (centres undefined)	-17	-1.0	-4%	·	-5%	-5%	42%[activator]	-2	7%
COC(=O)C1=C(c2ccc(OCc3ccccc3)cc2)C[C@@H]2CC[C@H]1N2C(=O)NCc1ccc(OC)c(OC)c1	-13	-3.4	-30%	4	20%	-22%	0%	-3	5%
CN1C2CCC1CC(OC(c1ccccc1)c1ccccc1N)C2 (centres undefined)	-27	0.0	5%	14	-6%	2%	?	-63	-22%
COc1ccc(Cl)cc1NC(=O)CCn1c(=O)oc2ccccc21	1	-3.5	-13%	7	9%&3%	?	-22%&7%	-7&4	?
O=c1[nH]c(O)c(C=Nc2cc(F)cc(F)c2)c(=O)[nH]1	-21	0.4	3%	-2	-1%	-3%	3%	2	5%
CC(C)n1c(=O)c(C=Nc2cccc([N+](=O)[O-])c2)c(O)n(CCc2ccccc2)c1=O	-3	-3.8	-12%	-1	10%	6%	15%	5	-2%
COc1ccc(C(=O)/C(C#N)=N/Nc2ccc([N+](=O)[O-])cc2)cc1	?	-4.9	2%	3	-2%	-15%	?	-11	?
COc1cccc(N2CCN(Cc3cccc(Cl)c3)CC2)c1	-74*	-2.4	-1%	·	-5%	-3%	-20%	-59	3%
COc1cc(C(=O)Oc2ccccc2/C=N/NC(=O)c2ccc(C)cc2)cc(OC)c1OC	4	1.4	-11%	17	4%	-9%	1.6µM*	-14	?
O=P(Nc1ccccc1)(Nc1ccccc1)Oc1cccc(Cl)c1	56	-2.1	-7%	·	-14%	-1%	?	19	-23%
CCN(CC)c1ccc(/C=C2\C(=O)NC(=O)N(CC3CCCO3)C2=O)cc1 (centres undefined)	-5	-1.2	-35%	-18	0%	?	2%	-1	-14%
COCCNC(=O)CN1C(=O)C(C)N=C(c2ccccc2)c2cc(Cl)ccc21 (centres undefined)	-22	-4.2	7%	1	16%	-11%	-3%	-16	7%
C/C(=C\C(=O)c1ccc(Br)cc1)NCc1ccccc1	5	0.6	-4%	-2	1%	-6%	?	5	4%
CCOC(=O)N(C)c1ccc(C(O)(C(=O)OCC)C(F)(F)F)cc1 (centres undefined)	22	-3.1	11%	·	-1%	-1%	?	4	3%
COC(=O)NC(=S)Nc1ccccc1NC(=S)NC(=O)OC	0	-0.5	-1%	-4	0%	?	-19%	2	-8%
CC1Oc2cc3c(-c4c(O)cc(O)c5c(O)c6c(cc45)OC(C)C(C)C6=O)c(O)cc(O)c3c(O)c2C(=O)C1C (centres undefined)	?	-0.7	63µM*	-109*	0%	27µM*	13µM*	-50	?
CCOc1ccc(CN(CCc2ccc3c(c2)OCO3)Cc2cccc(OC)c2)cc1	·	·	·	·	7%	·	-28%	-20	5%
Cc1ccc(Cn2ccccc2=N)cc1	8	1.2	5%	-6	0%	2%	-7%	10	3%
CC1=C(O)C(=O)C=C2C1=CC=C1C2(C)CCC2(C)C3CC(C)(C(=O)O)CCC3(C)CCC12C (centres undefined)	-81*	-0.7	25µM*	-72*	-14%	2.1µM*	?	-5	?

Screening data from PubChem BioAssay.
